# Screening results (PubChem BioAssay)
# XIAP displacement = XIAP antagonists, biochemical, IAP family, fluorescence polarization (AID 1018); hit rate 0.007% among 200,000; E3 ubiquitin-protein ligase XIAP (Homo sapiens); XIAP BIR domain, fluorescence polarization peptide displacement; higher % means a stronger effect; displacement, % at 20 µM; hits with a dose series show IC50 in µM; in the data active = displacement above about 50%; note: a part of the inactive calls stands beside numbers as strong as those of hits
# HEK293 NOD2/NF-kB = NOD2 signaling inhibitors, cell-based, luminescence, uHTS, HEK293 (AID 1566); HEK293 NOD2/NF-kB luciferase reporter, luminescence; higher % means a stronger effect; one-dose inhibition, % at 4 µM; EC50 in µM for titrated hits; hit rate 0.63% among 290,000; note: many of its hits are not listed in these tables
# Myeloid diff 2 = induction of myeloid progenitor differentiation, primary screen, cell-based, flow cytometry, MLPCN library; ER-HoxA9 myeloid progenitors, lysozyme-GFP differentiation; hit rate 1% among 360,000; calls only at 10 µM;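 active = normalized GFP-positive differentiation at or above the plate's own cutoff, the solvent-only control mean plus 3 SD; inconclusive = no clear call, values can overlap the other calls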;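 note: cells exposed to compound for four days before flow analysis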
# Siah-1 displacement = Siah-1 peptide-binding antagonists, primary screen, biochemical, fluorescence polarization, rhodamine-plectin, uHTS (AID 1817); E3 ubiquitin-protein ligase SIAH1 (Homo sapiens); Siah-1 / rhodamine-plectin peptide fluorescence polarization; higher % means a stronger effect; one-dose displacement, % at 20 µM; IC50 in µM for titrated hits; hit rate 0.02% among 290,000;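 active = displacement of at least 50% at 20 µM, with a fluorescence ratio check between 0.3 and a set limit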;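 note: plate controls were Siah plus tracer with DMSO for no effect and tracer alone without Siah for full effect; strong numbers were not always called active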
# Lipid droplet = inhibitors of hepatocyte lipid droplet formation, primary screen, imaging, high-throughput imaging, BODIPY stain | AML12 mouse hepatocytes, oleate lipid droplets | inhibition, % at 6.5 µM | hit rate 0.4% among 240,000;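 active = lipid droplet intensity inhibited by at least 50%, with more than 500 cells counted; inconclusive = wells with under 300 cells, treated as cytotoxic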
#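 Assay system: AML12 hepatocytes (mouse) / Also added: 100 µM oleic acid challenge / Times: overnight treatment with compound plus oleate / Detection: high-content imaging of BODIPY-stained droplets and DAPI nuclei / Evaluation: % inhibition of lipid droplet signal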
# NS5 inhibitors = Dengue-2 NS5 methyltransferase inhibitors, primary screen, biochemical, confirmation dose response (AID 588689); Genome polyprotein (Dengue virus type 2 (strain 16681-PDK53)); Dengue-2 NS5 methyltransferase capping enzyme assay, biochemical; higher % means a stronger effect; one-dose inhibition, % at 25 µM; IC50 in µM for titrated hits; hit rate 0.3% among 340,000; in the data active = a potency from the dose series; inconclusive = inhibition above about 29% without an active follow-up result
# HIV fusion peptide = inhibitors of HIV fusion peptide binding, primary screen, biochemical, uHTS, fluorescence dequenching (AID 1986). inhibition, % at 20 µM, or IC50 in µM where a hit was titrated. cell-free peptide binding, fluorescence dequenching, 30 min; higher % means a stronger effect. hit rate 0.3% among 290,000; in the data active = inhibition mostly above about 52%, no sharp cut-off; inactive = mostly below about 76%; note: some results filed as inactive read as strong as hits
# AID2073 = inhibitors of Mint1-CaV2.2 protein interaction, biochemical, HTRF (AID 2073); HTRF protein-protein interaction, Mint1-CaV2.2; higher % means a stronger effect; inhibition, % at 20 µM, or IC50 in µM where a hit was titrated; hit rate 0.19% among 290,000; Voltage-dependent N-type calcium channel subunit alpha-1B (Homo sapiens); in the data active = inhibition mostly above about 51%, no sharp cut-off; inconclusive = no clear call, values can overlap the other calls; inactive = mostly below about 53%; note: some results filed as inactive read as strong as hits
# LYP inhibition = inhibitors of LYP phosphatase, biochemical, fluorescence intensity, uHTS (AID 1779). hit rate 0.054% among 290,000. recombinant LYP phosphatase, fluorescence intensity; higher % means a stronger effect. Tyrosine-protein phosphatase non-receptor type 22 (Homo sapiens). one-dose inhibition, % at 11.5 µM; IC50 in µM for titrated hits;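 note: plate controls were vehicle with enzyme for no effect and no enzyme for full effect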
# Lipid droplet cells 6.5 µM = also measured in Lipid droplet; calls as there; cell count; measured here: cell count, cytotoxicity flag;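 cells counted across two imaged fields per well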
# NS5 inhibitors pilot replicate = further read-out of NS5 inhibitors, marked with its call; inhibition, %; measured here: pilot screen replicate inhibition
# Myeloid diff 2 GFP+ MAC1+ % = recorded beside Myeloid diff 2, whose call it bears; GFP+ MAC1+ double positive, %; measured here: differentiation confirmed by MAC1 staining
# * marks the source's active call; other numbers are inactive results; i = inactive; ? = inconclusive; . = not tested or not shown; & = joins results of further samples. Cut-off read from the data, not from the text of the source, unless noted: active = inhibition above about 50%; inactive = the rest. This is a subset, so the mix of outcomes need not match the whole.
SMILES,XIAP displacement,HEK293 NOD2/NF-kB,Myeloid diff 2,Myeloid diff 2 GFP+ MAC1+ %,Siah-1 displacement,Lipid droplet,Lipid droplet cells 6.5 µM,NS5 inhibitors,HIV fusion peptide,AID2073,LYP inhibition,others
Cc1cccc(S(=O)(=O)c2c(N)n(-c3ccccc3)c3nc4ccccc4nc23)c1,0.9%,-10%,i,0.4,-11%,0,631,0%,2.1%,10%,-16%,
CCN1C(=O)CSC1=Nc1ccc(OC)cc1,.,2%,i,1.0,1%,6,775,2%,-0.3%,7%,-1%,
CCCn1nnnc1NC(=O)c1ccc2ccccc2c1,-2.4%,-50%,i,0.6,-4%,-13,511,1%,1.0%,6%,-5%,
COc1cc2c(cc1OC)C1=C(C#N)CN(CC(=O)O)CN1CC2,0.8%,15%,i,6.1,5%,.,.,-1%,1.7%,-2%,-8%,
CCn1c(COc2ccccc2OC)nc2ccccc21,.,-9%,i,0.3,1%,-11,801,0%,0.0%,1%,-8%,NS5 inhibitors pilot replicate=-2.4
CC(C)OCCCNc1nc2c(c(=O)n(Cc3ccccc3F)c(=O)n2C)n1C,-13%,-1%,i,1.9,-1%,.,.,-1%,17%,-12%,-1%,NS5 inhibitors pilot replicate=2.7
Cc1cc(C)c(/C=N/NC(N)=O)c(C)c1/C=N/NC(N)=O,-1.8%,1%,i,1.6,13%,1,535,1%,0.4%,16%,5%,
Cc1ccc(CN2CCN(Cc3cn[nH]c3C3CCCCC3)CC2CCO)cc1 (configuration not stated),-6.5%,7%,i,0.6,-1%,2,723,1%,1.3%,-5%,-7%,
CCOc1ccccc1C(=O)Nc1ccc(S(=O)(=O)Nc2nccc(C)n2)cc1,.,4%,i,0.2,4%,0,820,-1%,4.3%,0%,-9%,
COc1ccc(OCCCC(=O)Nc2ccc(N3CCCCC3)cc2)cc1,-13%,-12%,i,0.5,-3%,5,416,-4%,6.7%,-4%,3%,
Cc1nnc(NC(=O)c2ccc(S(=O)(=O)N3CCOCC3)cc2)s1,.,10%,i,0.4,10%,1,707,-9%,-1.2%,11%,-4%,
CCOC(=O)N1C2=NC(C(=O)OC)=C(C(=O)OC)[C@@H]3Nc4ccccc4[C@]23C[C@H]1C(=O)OC,.,17%,i,1.0,4%,.,.,-18%,-1.6%,11%,-9%,
CC(=O)N1CCc2cc(S(=O)(=O)N3c4ccccc4CC3C)ccc21 (configuration not stated),-22%,12%,?,.,2%,1,741,2%,-1.8%,0%,-4%,
O=C(Nc1c[nH]c(=O)[nH]c1=O)c1ccccc1Cl,.,-1%,i,0.2,0%,2,794,-3%,1.3%,-2%,-8%,
CC1(C)CC2CC(C)(CN2S(=O)(=O)c2ccc(C(=O)Nc3cc(S(=O)(=O)N4CCOCC4)ccc3Cl)cc2)C1 (configuration not stated),-5.6%,6%,i,1.0,1%,-57,602,4%,-1.1%,33%,10%,
CCOC(=O)C1CCN(c2nc(-c3ccc(Br)cc3)nc3ccccc23)CC1,3.5%,3%,i,0.6,2%,-12,731,-3%,2.8%,10%,5%,
COc1cccc(NC(=O)Nc2nnc(-c3ccccc3SCc3ccccc3)s2)c1,-17%,-13%,i,0.8,-3%,2,775,-3%,-0.5%,10%,0%,
COC1=C(N)C(=O)c2nc(-c3nc(C(=O)O)c(C)c(-c4ccc(OC)c(OC)c4O)c3N)ccc2C1=O,-6.8%,-253%,.,.,-6%,-38,587,.,24%,8%,3%,
Cc1nc([N+](=O)[O-])c(Br)n1CC(=O)c1cccc([N+](=O)[O-])c1,-9.7%,10%,i,0.4,-9%,-6,668,-7%,-3.2%,0%,-2%,
O=C(NNc1ccc([N+](=O)[O-])cc1)c1ccco1,.,-11%,i,0.2,14%,0,829,-11%,-1.1%,-14%,-5%,
Cc1ccc(C(c2nnnn2CCC(C)C)N2CCN(C)CC2)cc1 (configuration not stated),-9.2%,1%,i,0.0,-4%,-11,614,-11%,-0.7%,-12%,6%,
CCCNC(=O)c1nc(C)n(-c2cc(Cl)ccc2Cl)n1,-5.5%,6%,i,0.0,0%,-16,711,-5%,-1.1%,12%,0%,
Cc1cc(C(=O)NNC(=O)/C=C/c2ccccc2Cl)c(C)o1,.,6%,i,0.3,6%,-5,765,-3%,0.4%,6%,-9%,
O=C(O)CC1S/C(=N/N=C/C=C/c2ccccc2[N+](=O)[O-])NC1=O (configuration not stated),-1.1%,7%,i,0.8,5%,1,654,-1%,2.0%,0%,-3%,
COc1cccc(/C=N/NC(=O)CC(=O)NCCc2ccc(OC)c(OC)c2)c1,-0.3%,-2%,i,2.5,2%,-29,676,1%,1.7%,0%,1%,

# Entries from the list above that have a nitro group on carbon:
SMILES,XIAP displacement,HEK293 NOD2/NF-kB,Myeloid diff 2,Myeloid diff 2 GFP+ MAC1+ %,Siah-1 displacement,Lipid droplet,Lipid droplet cells 6.5 µM,NS5 inhibitors,HIV fusion peptide,AID2073,LYP inhibition,others
Cc1nc([N+](=O)[O-])c(Br)n1CC(=O)c1cccc([N+](=O)[O-])c1,-9.7%,10%,i,0.4,-9%,-6,668,-7%,-3.2%,0%,-2%,
O=C(NNc1ccc([N+](=O)[O-])cc1)c1ccco1,.,-11%,i,0.2,14%,0,829,-11%,-1.1%,-14%,-5%,
O=C(O)CC1S/C(=N/N=C/C=C/c2ccccc2[N+](=O)[O-])NC1=O (configuration not stated),-1.1%,7%,i,0.8,5%,1,654,-1%,2.0%,0%,-3%,

# New compounds follow:
SMILES,XIAP displacement,HEK293 NOD2/NF-kB,Myeloid diff 2,Myeloid diff 2 GFP+ MAC1+ %,Siah-1 displacement,Lipid droplet,Lipid droplet cells 6.5 µM,NS5 inhibitors,HIV fusion peptide,AID2073,LYP inhibition,others
CC(C)NS(=O)(=O)c1ccc(NC(=O)c2cccnc2)cc1,.,17%,i,2.7,1%,7,752,1%,1.7%,10%,-10%,
COc1ccc(/C=C/C(=O)N2CCN(c3ccccn3)CC2)c2ccccc12,-13%,7%,i,1.1,8%,6,696,2%,-2.0%,4%,5%,
Cc1ccc(N(Cc2ccc(C(=O)NN=C3CCN(C)CC3)cc2)S(C)(=O)=O)cc1C,-9.6%,3%,i,0.4,8%,-26,592,4%,1.5%,5%,3%,
CCOC(=O)N1CCC(NC(=O)CSCc2nc(-c3ccc(OCC)cc3)oc2C)CC1,.,16%,i,2.5,-4%,-6,668,2%,1.0%,4%,-10%,
CCOc1ccc(-c2nc[nH]c2[N+](=O)[O-])cc1,-3.9%,-11%,i,0.1,2%,1,682,-1%,2.3%,4%,-6%,
O=S(=O)(c1cccc(-c2n[nH]c(=S)n2C2CCCC2)c1)N1CCOCC1,-3.9%,6%,i,0.9,5%,-19,709,7%,-0.4%,-2%,-6%,
Cc1ccc2c(c1)N(CCC(=O)NCCN1CCOCC1)C(=O)CO2,-2.9%,12%,i,0.8,-1%,.,.,1%,3.5%,-1%,-11%,NS5 inhibitors pilot replicate=2.7
C/C(N)=C(/C#N)C(=O)COC(=O)CCSc1ccccc1,-5.3%,-15%,i,1.1&0.7,-1%,-3,730,0%&0%,0.7%,7%,3%,
O=C(c1csc(Nc2cccc3ccccc23)n1)N1CCCC1,.,6%,i,0.5,-1%,-5,627,0%,-1.3%,-35%,-5%,
COc1ccc(N2CCN(C(=O)CSc3ccc([N+](=O)[O-])cc3)CC2)cc1,-3.8%,15%,i,0.3,1%,30,674,-9%,-2.3%,-1%,-4%,
CCOc1ccc(-n2c(SCC(=O)NCc3ccco3)nc3c(c2=O)SCC3)cc1,-2.1%,1%,i,0.7,1%,-6,666,-5%,2.6%,22%,-5%,
CSc1nc2oc3c(c2c2nncn12)CC(C)(C)SC3,-2.6%,-2%,i,1.2,0%,.,.,.,-1.8%,-15%,-9%,
N#C/C(=C\c1ccncc1)c1nc2ccccc2c(=O)[nH]1,-5.1%,4%,i,0.2,0%,2,665,-13%,3.0%,20%,-2%,
COc1ccc(CNC(=O)CN(c2cc(C)cc(C)c2)S(=O)(=O)c2c(C)noc2C)cc1,-2.3%,6%,i,4.8,-2%,.,.,-1%,3.5%,-10%,-5%,
N#Cc1c(-c2ccc(F)cc2)nc2n(c1=O)CCS2,-2.9%,0%,i,1.7,-3%,4,776,3%,-1.8%,2%,-9%,
COc1ccccc1NC(=O)CSc1n[nH]c(-c2ccccn2)n1,.,15%,i,0.7,-4%,8,781,0%,-1.3%,14%,-6%,
Cc1cccc(-n2ncc3c2CCCC3NC(=O)C2(C(N)=O)CC2)c1C (configuration not stated),.,20µM*,i,0.5,0%,-25,595,-5%,0.3%,1%,-5%,
O=C(/C=C/c1c(Cl)nc2ccccn12)N1CCCCC1,-1.6%,-12%,i,0.4,2%,4,700,-17%,-1.0%,-4%,2%,
CCC(C)C(NC(=O)C1CCC(C)CC1)C(=O)NC1CCN(Cc2ccccc2)CC1 (configuration not stated),-5.3%,7%,.,.,1%,2,749,.,0.1%,1%,-4%,
CCCOc1ccc(C2c3c(oc4ccccc4c3=O)C(=O)N2CCCN2CCOCC2)cc1 (configuration not stated),-2.0%,10%,i,1.3,8%,-4,761,-3%,-0.7%,-5%,-1%,
COc1ccccc1C(C)NC(=O)c1cc(=O)[nH]c2ccccc12 (configuration not stated),.,-53%,i,0.6,-4%,-3,766,23%,-2.7%,-1%,-12%,
CCOc1ccc2[nH]c(=O)c(CN(Cc3ccco3)Cc3nnnn3Cc3ccccc3)cc2c1,-5.0%,12%,i,2.9,-3%,6,858,6%,11%,20%,-1%,
Cn1c2c(c(=O)n(C)c1=O)C(c1cccc(F)c1)C(C#N)=C(N)O2 (configuration not stated),.,-12%,i,1.3,14%,-12,726,-6%,0.8%,1%,-4%,
COC(=O)C1=C(C)Nc2nnnn2C1c1ccc(Cl)cc1Cl (configuration not stated),0.9%,23%,i,0.5,1%,-3,691,-8%,-1.1%,10%,-3%,
COc1ccc(C2NC(=O)CCC2[N+](=O)[O-])cc1 (configuration not stated),.,-1%,i,0.9,-1%,-5,785,-7%,-0.6%,-2%,-12%,
CS(=O)(=O)c1ccc(C(=O)Nc2ccc(-c3nc4ccccc4[nH]3)cc2)cc1,.,0%,i,4.4,1%,-12,730,-4%,0.1%,28%,-11%,
CCCc1nc2cc(CC(=O)OC)ccc2o1,-1.3%,-27%,i,0.9,-2%,.,.,-8%,-1.5%,17%,-8%,NS5 inhibitors pilot replicate=-3.6
